# High-throughput results as filed in PubChem.
# TEAD-YAP block: TEAD-YAP interaction inhibition; HEK-TIYL cells, TEAD-Gal4/YAP UAS-luciferase luminescence; inhibition, % at 9.12 µM; hit rate 1.4% among 640,000; in the data active = inhibition above about 32%;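 also: 0% = median of test compound wells and 100% = reference inhibitor wells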
# GPR151 activ: activates the human receptor GPR151; PathHunter beta-arrestin GPR151 cells, luminescence; activation, % at 11.2 µM; hit rate 1% among 650,000; AID 1508602; in the data active = activation above about 4.9%;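 also: 0% = median of compound wells and 100% = cells with positive control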
# Target sequence (Q8TDV0 whole entry, looked up): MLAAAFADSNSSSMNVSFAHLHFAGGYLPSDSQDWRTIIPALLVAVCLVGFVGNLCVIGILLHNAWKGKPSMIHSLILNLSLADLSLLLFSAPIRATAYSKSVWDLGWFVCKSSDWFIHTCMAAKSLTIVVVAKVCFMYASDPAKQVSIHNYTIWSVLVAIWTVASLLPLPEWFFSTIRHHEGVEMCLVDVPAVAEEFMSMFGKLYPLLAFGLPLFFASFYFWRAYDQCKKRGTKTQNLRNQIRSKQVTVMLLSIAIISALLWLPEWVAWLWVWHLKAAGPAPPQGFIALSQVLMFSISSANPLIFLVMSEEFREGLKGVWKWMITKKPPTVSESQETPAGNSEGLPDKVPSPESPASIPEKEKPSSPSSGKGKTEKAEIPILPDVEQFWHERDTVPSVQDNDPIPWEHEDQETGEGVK
# FBW7 act: human FBW7 E3 ligase activation, primary screen; Q969H0; AlphaScreen FBW7–phospho-cyclin E peptide binding, activator screen; normalized activity (activation), % at 26.1 µM; hit rate 0.13% among 650,000; AID 1259310; in the data active = normalized activity above about 1.9%;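 also: purified mutant Fbw7 with reduced substrate affinity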
# MITF inh: human MITF inhibition, primary screen. O75030. hit rate 0.91% among 650,000. AlphaScreen MITF homodimerization, bead proximity signal. inhibition, % at 2.6 µM; in the data active = inhibition above about 50%;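 also: 0% = vehicle wells with protein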
# Target sequence (O75030 whole entry, looked up): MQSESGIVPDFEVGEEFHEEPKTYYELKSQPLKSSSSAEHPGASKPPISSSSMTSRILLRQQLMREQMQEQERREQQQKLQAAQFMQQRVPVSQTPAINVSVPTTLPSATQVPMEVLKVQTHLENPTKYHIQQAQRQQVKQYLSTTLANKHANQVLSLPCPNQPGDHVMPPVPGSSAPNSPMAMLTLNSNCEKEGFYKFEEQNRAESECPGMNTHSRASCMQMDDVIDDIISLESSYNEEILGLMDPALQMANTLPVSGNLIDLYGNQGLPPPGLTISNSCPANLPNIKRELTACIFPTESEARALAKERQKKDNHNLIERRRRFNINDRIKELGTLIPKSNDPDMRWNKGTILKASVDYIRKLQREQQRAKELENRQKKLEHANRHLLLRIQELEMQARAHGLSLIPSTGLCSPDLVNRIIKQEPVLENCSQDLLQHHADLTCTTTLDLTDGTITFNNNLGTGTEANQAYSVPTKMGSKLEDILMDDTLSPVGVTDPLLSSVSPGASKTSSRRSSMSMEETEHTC
# * hit, by the source's call; & = joins results of further samples.
SMILES,TEAD-YAP block,GPR151 activ,FBW7 act,MITF inh
CC(=O)c1ccc(-c2ccc(C=O)o2)cc1,-79.4,-1.1,0.1,1.4
Cc1cccc(NC2SC(=O)N(c3cccc(C)c3)C2=O)c1 (configuration not stated),-1.8,-0.2,-0.1,1.7
CC(=O)Nc1cccc(NC(=O)C(C)(C)Oc2ccc(Cl)cc2)c1,-4.7,1.0,0.1,14.0
Cc1ccccc1-c1ccc(C(=O)NCCc2ccccn2)c(NCC2CC2)n1,-24.3,-1.2,0.3,-15.5
Cc1ccc(CN2CCN3C(=O)[C@@H](CC(C)C)NC(=O)[C@H]3C2)cc1C,-1.3,-0.5,0.6,20.4
Cc1c(Cl)cccc1NC(=O)C(=O)NNC(=O)c1ccc([N+](=O)[O-])cc1,-3.2,-1.4,0.0,-34.9
COc1cc(Cl)c(/C=N/NC(=O)c2cccnc2)cc1OC,3.6,1.1,0.2,27.6
COc1ccc(N(C(C)C(=O)Nc2ccc(C(N)=O)cc2)S(C)(=O)=O)cc1 (configuration not stated),0.2,3.3,-0.1,1.0
Cc1cccc(-n2nnc(C(=O)NCc3ccccc3Cl)c2N)c1,-11.1,0.9,-0.2,-0.7
CCN1CCN(C(=O)CS(=O)(=O)Cc2nc(-c3ccccc3C)oc2C)CC1,0.5,0.5,0.0,7.8
CCOC(=O)c1cnc2ccc(Cl)cc2c1Nc1cccc(OC)c1,-2.5,0.4,0.0,0.2
O=Cc1ccc(OC(=O)/C=C/c2ccc([N+](=O)[O-])cc2)cc1,-1.8,-0.2,0.1,-15.0
O=[N+]([O-])c1ccc(/C=N/N=C/c2ccccc2O)o1,-14.1,-0.3,0.1,0.1
CCC(=O)Nc1cc(C)nn1-c1nc(C)c(C)c(=O)[nH]1,2.0,0.5,-0.1,-2.1
COC(=O)C1=C(C)NC(C)=C(C(=O)OC)C1c1ccc(OC(=O)c2oc3ccccc3c2C)c(OC)c1,6.9,0.3,-0.3,-0.2
O=C(COc1cc(Cl)ccc1Cl)Nc1cccc(C(F)(F)F)c1,5.8,0.8,0.2,17.6
O=C(O)c1c(F)c(F)c(NCCO)c(F)c1F,-12.9,-0.1,0.0,5.1
Cc1ccc2c(c1)sc(=NC(=O)c1ccc(S(=O)(=O)N3CCOCC3)cc1)n2C,1.9,-1.1,0.0,-0.6
Cc1ccc(NC(=O)CCC(=O)N/N=C/c2ccncc2)cc1,-3.1,-0.2,-0.1,3.6
CCCn1c(-n2nc(C)cc2C)nc2c1c(=O)n(Cc1ccccc1Cl)c(=O)n2C,7.7,-0.5,0.1,12.1

# In another format: entries from further up.
smiles | TEAD-YAP block | GPR151 activ | FBW7 act | MITF inh
CCCn1c(-n2nc(C)cc2C)nc2c1c(=O)n(Cc1ccccc1Cl)c(=O)n2C | 7.7 | -0.5 | 0.1 | 12.1
COc1ccc(N(C(C)C(=O)Nc2ccc(C(N)=O)cc2)S(C)(=O)=O)cc1 (configuration not stated) | 0.2 | 3.3 | -0.1 | 1.0
Cc1ccc2c(c1)sc(=NC(=O)c1ccc(S(=O)(=O)N3CCOCC3)cc1)n2C | 1.9 | -1.1 | 0.0 | -0.6
O=C(O)c1c(F)c(F)c(NCCO)c(F)c1F | -12.9 | -0.1 | 0.0 | 5.1
CCOC(=O)c1cnc2ccc(Cl)cc2c1Nc1cccc(OC)c1 | -2.5 | 0.4 | 0.0 | 0.2
CCC(=O)Nc1cc(C)nn1-c1nc(C)c(C)c(=O)[nH]1 | 2.0 | 0.5 | -0.1 | -2.1
CCN1CCN(C(=O)CS(=O)(=O)Cc2nc(-c3ccccc3C)oc2C)CC1 | 0.5 | 0.5 | 0.0 | 7.8

# Other results
SMILES,TEAD-YAP block,GPR151 activ,FBW7 act,MITF inh
S=c1sc2c(s1)SC1CCCCCCCCCCC1S2 (configuration not stated),4.5,0.1,-0.1,-7.2
CCN=C1SC(C(=O)Nc2ccccc2)CC(=O)N1CCc1ccccc1 (configuration not stated),10.2,0.3,0.0,5.7
Cc1ccc(C(=O)OCCN2C(=O)c3cccc4c(N5CCOCC5)ccc(c34)C2=O)cc1,-5.7,4.1,0.2,-23.4
O=C(O)CCCCCNCc1ccc(Cl)c([N+](=O)[O-])c1,0.9,0.2,0.2,2.9
CCc1ccccc1-n1c(SCC(=O)c2ccc(Cl)cc2)nc2[nH]ncc2c1=O,3.6,0.3,0.0,6.7
Cc1cc(N2CCCC(O)C2)nc(N)n1 (configuration not stated),-0.6,-1.0,0.3,20.5
O=C(NCC1CCC2(CCN(Cc3ccccc3)CC2)O1)C1COc2ccccc2O1 (configuration not stated),-13.6,1.6,-0.2,11.0
OCc1ccccc1-c1nccnc1NCCCN1CCOCC1,4.9,0.5,-0.1,12.6
CC(=O)Nc1ccccc1NC(=O)CCN1C(=O)c2ccccc2C1=O,9.4,3.0,0.0,-0.6
CCOc1ccccc1NC(=O)/C=C/c1ccccc1[N+](=O)[O-],-22.4,-0.9,-0.2,-1.7
CN(C(=O)CN1C(=O)NC(C)(c2ccc3ccccc3c2)C1=O)C1CCCCC1 (configuration not stated),23.4,1.6,0.0,-1.7
O=C(NCC1COC2(CCCC2)O1)c1ccc(Br)o1 (configuration not stated),-15.2,1.8,-0.1,1.0
c1ccc(CNc2ncnc3nc(N4CCN(c5ccccn5)CC4)[nH]c23)cc1,7.0,-0.2,-0.1,7.9
O=C(NCc1cccnc1)c1csc(Nc2ccccn2)n1,0.0,-2.0,0.7,13.7
CCOC(=O)c1nnn(-c2nonc2N)c1CSc1ccccn1,7.3,-2.1,0.6,10.4
CN1CCc2c(sc(NC(=O)c3ccc(S(=O)(=O)N(C)C)cc3)c2C(N)=O)C1,6.1,-0.9,0.0,-6.6
Cc1nc2ccc(C(=O)OCc3cccc(F)c3)cc2nc1C,-70.5,-0.8,-0.2,8.6
Cn1c(SCC(=O)N2CCCC2)nc2c(c1=O)SCC2,0.3,0.5,-0.1,13.8
CC1CCCCN1C(=O)c1ccc(Br)cc1 (configuration not stated),-6.4,0.4,0.1,8.3
Cc1ccc2cc(C(c3nnnn3C3CCCC3)N3CCC(O)CC3)c(=O)[nH]c2c1C (configuration not stated),0.9,4.9,-0.1,3.3

# The list goes on; it opens with the three that closed the last part.
SMILES,TEAD-YAP block,GPR151 activ,FBW7 act,MITF inh
Cn1c(SCC(=O)N2CCCC2)nc2c(c1=O)SCC2,0.3,0.5,-0.1,13.8
CC1CCCCN1C(=O)c1ccc(Br)cc1 (configuration not stated),-6.4,0.4,0.1,8.3
Cc1ccc2cc(C(c3nnnn3C3CCCC3)N3CCC(O)CC3)c(=O)[nH]c2c1C (configuration not stated),0.9,4.9,-0.1,3.3
Cc1ccc(Cl)cc1N1CCN(C(=O)C2CCC2)CC1,11.9,-0.5,0.1,29.7
O=C(NCc1ccccc1)c1ccnc(Nc2ccccc2)c1,-0.7,-1.0,0.5,9.4
Cc1oc(-c2ccccc2)nc1CSc1nnc(C)n2c1cc1occc12,-7.0,-0.6,-0.1,-7.1
Cc1cc(C(=O)N/N=C/c2ccc(O)c(I)c2)n[nH]1,1.0,-1.6,-0.1,9.5
Cc1cc(C)cc(C(=O)NCc2cccs2)c1,4.1,0.7,-0.4,-10.0
O=C(COC(=O)c1cc(-c2ccc(Br)cc2)nc2ccccc12)c1ccc(Cl)cc1,-0.2,0.1,-0.1,6.7
Cc1nc(N2CCCCC2C)c2c(C)c(C(=O)Nc3cccc(C(F)(F)F)c3)sc2n1 (configuration not stated),-0.8,0.4,0.0,5.6
COc1ccc(/C(O)=C2\C(=O)C(=O)N(c3ccc(C)c(Br)c3)C2c2cccc(F)c2)cc1 (configuration not stated),-20.1,-1.2,0.3,10.9
O=C1NC(=Nc2ccc(O)cc2)CS1,5.7,-0.3,0.0,-27.9
CC(=O)C1=C(C)Nc2ccccc2S1,-3.0,1.0,-0.4,-4.7
CCN(CC)c1nc(NCc2cccnc2)nc(NC2CCC(O)CC2)n1 (configuration not stated),-17.3,4.2,0.0,-18.6
COc1ccc(/C=N/NC(=O)CNC(=O)c2ccco2)cc1I,8.9,0.2,-0.1,-6.7
CC(C)CC(C(=O)NCCc1c[nH]c2ccccc12)N1Cc2ccccc2C1=O (configuration not stated),-3.3,0.2,-0.2,4.9
O=C(CCCn1c(=S)[nH]c2ccsc2c1=O)NCc1ccccc1Cl,9.2,0.4,-0.1,-9.7
COc1ccc(C(=O)Nc2cc3oc4ccccc4c3cc2OC)cc1,-3.2,0.2,0.0,8.9
O=C1N[C@@H](Cc2ccc(Cl)cc2)C(=O)N2C[C@@H](NCc3ccc(Cl)s3)C[C@@H]12,0.5,0.9,-0.1,-10.2
CNc1ccccc1C(=O)OCC(=O)Nc1ccc(C#N)cc1,-11.1,-0.6,0.3,-8.2
CC[C@H](Cn1nc(-c2cccs2)ccc1=O)NC(=O)C1CCN(S(C)(=O)=O)CC1,6.7,0.4,-0.2,5.3
O=C(Cn1ncc2c(=O)oc3ccccc3c21)NCc1ccc(Cl)cc1,3.1,-1.4,0.1,13.9
CCc1ccc(NS(C)(=O)=O)cc1,-15.2,0.6,-0.1,-4.2
O=C(O)/C=C/c1cccc(N2C(=O)C3CC=C(Cl)CC3C2=O)c1 (configuration not stated),3.9,0.5,0.1,-0.8
COC(=O)CNC(=O)c1ccccc1C,1.1,0.8,-0.1,-10.1
CC(O)c1cn(-c2nonc2N)nn1 (configuration not stated),4.1,0.8,0.1,-0.9
O=C(CN1C(=O)C2CCCCC2C1=O)Nc1ccccc1C(=O)O (configuration not stated),-11.9,3.8,0.1,-5.4
CN(C(=O)CSc1cn(CC(=O)N2CCCC2)c2ccccc12)c1ccccc1,4.4,-0.8,0.2,10.5
Cc1cccc(NC(=O)Cn2cnc3c(cnn3C(C)(C)C)c2=O)c1,4.6,0.1,0.3,6.2
CC1=C(C(=O)N2CCCCC2)C(c2ccsc2)C2=C(CCCC2=O)N1 (configuration not stated),-2.1,2.3,-0.1,-15.0
COc1ccccc1C(=O)NCCn1cc(SCC(=O)Nc2cccc(C)c2)c2ccccc21,6.2,-1.2,0.0,-0.9
O=C1Nc2ccccc2C1(O)C/C(=N/O)c1ccc(Cl)cc1 (configuration not stated),-2.3,2.2,-0.1,-10.1
COc1cc(C)nc(N2CCCC(C(=O)Nc3ccc(C(C)(C)C)cc3)C2)n1 (configuration not stated),-10.2,0.6,0.0,4.9
Cc1c(C(=O)CSc2ccc(F)cc2F)sc2ncnn12,-7.6,5.9*,0.0,10.3
COCc1c(N)c(C)nc(Cl)c1C#N,-3.0,0.3,0.2,6.7
CCCCNc1c(C=O)c(=O)oc2cc(N(CC)CC)ccc12,11.7,-0.2,0.7,-27.4
Cc1ccc2onc(CC(=O)N3CCCc4ccccc43)c2c1,7.3,-0.9,0.0,7.2
Cc1nnc(NC(=O)C2CCCN(c3nc4ccccc4s3)C2)s1 (configuration not stated),6.3,0.1,0.2,11.2
Cc1ccccc1C(=O)Oc1ccc(OCc2ccccc2)cc1,0.5,-1.5,0.1,4.1
CC(=O)Nc1nonc1-c1nc2ccccc2n1Cc1ccccc1F,-25.1,0.8,0.5,1.3
CC(C)c1ccc(O)c(NC(=O)c2ncn[nH]2)c1,-7.3,1.1,0.5,9.7
O=C(/C=C/c1ccc(O)c(O)c1)OC(Cc1ccc(O)c(O)c1)C(=O)O (configuration not stated),1.9,0.8&1.2,-0.3&-0.3,88.5*
CCCNC(=O)COc1ccc(OC)cc1,-7.8,-1.4,-0.1,0.1
COCCNC(=O)c1cn(C(C)c2ccccc2F)nn1 (configuration not stated),5.0,-0.3,0.5,7.0
S=c1oc(-c2ccncc2)nn1CN1CCOCC1,-3.8,0.3,0.6,3.9
CCOc1ccc(N(C(C)C(=O)Nc2ccccc2C(=O)OC)S(C)(=O)=O)cc1 (configuration not stated),34.7*,-1.1,0.0,-9.8
CCOC(=O)C1CCCN(C(=O)c2ccc3c(=O)n(Cc4ccccc4OC)c(=S)[nH]c3c2)C1 (configuration not stated),-0.5,0.8,0.0,3.7
O=[N+]([O-])c1ccc(S(=O)(=O)Nc2ccc(Cl)cn2)cc1,-3.1,0.4,-0.3,0.5
Cc1ccc(SCc2cc(=O)[nH]c(Nc3nc(C)c4ccc(C)cc4n3)n2)cc1,-2.7,0.5,0.0,-1.3
CCCC(=O)Nc1nc(-c2ccc3c(c2)N(C(=O)CCC)CC3)cs1,7.1,-0.6,-0.1,10.7
CC(=O)Nc1ccc(Nc2nc(-c3cccc(C(C)=O)c3)nc3nc[nH]c23)cc1,11.2,-2.5,-0.1,4.4
CC(C)CNC(=O)CCCc1c[nH]c2ccccc12,2.7,3.5,0.0,5.6
CCOc1cc(C(=O)Nc2ccc(-c3nc4cc(C)ccc4o3)cc2)cc(OCC)c1OCC,5.3,-0.8,-0.2,-13.1
Cc1cc(C)n2c(SCC(=O)Nc3c(C)n[nH]c3C)nnc2n1,7.0,1.0,0.1,-0.5
O=C(N/N=C/c1cc2c(cc1[N+](=O)[O-])OCO2)c1ccc2c(c1)OCO2,-4.2,2.3,-0.1,-3.9
COc1ccc(CCNC(=O)CC(NS(=O)(=O)c2ccc(C)cc2)c2ccco2)cc1OC (configuration not stated),-3.0,0.7,-0.1,7.3
Cc1cc(C)cc(N2C(=O)CC(Sc3ncn[nH]3)C2=O)c1 (configuration not stated),1.8,-0.2,1.1,2.8
COc1cc2ccccc2cc1/C(O)=C(\C#N)c1nc2ccccc2[nH]1,-1.2,1.3,0.1,-8.5
O=C1CC(=O)Nc2cc(S(=O)(=O)Nc3ccc(F)cc3Cl)ccc2N1,-4.1,-0.2,-0.1,-12.4
